Screening data as filed in PubChem BioAssay.
HUVEC tox TNFa = toxic to HUVEC cells under TNF alpha stimulation; actives 0.17% (n = 93,000); AID 848; cell count reduction, % at 2 µM; HUVEC TNFalpha-stimulated, Hoechst cell count, imaging;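 active = cell count reduction exceeding the screen mean by over 5 SD, scaled to untreated wells per plate, cut at about 78% in these data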;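 also: cells counted after 24 h of TNF alpha exposure following the 1 h pretreatment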
cytoskel mod = modifiers of cytoskeleton assembly | AID 836 | actives 0.18% (n = 91,000) | inhibition, % at 2 µM | HUVEC TNFa F-actin phalloidin imaging, high content;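 active = inhibition above the batch mean plus 3 SD and confirmed as a hit by visual image inspection, cut at about 30% in these data, passing the limit was not always enough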; also: strong numbers were not always called active
VCAM1 TNFa inh = reduces TNF alpha induced VCAM1 expression in HUVEC | HUVEC TNFa-induced VCAM-1 immunofluorescence, high-content imaging | inhibition, % at 2 µM | actives 0.48% (n = 95,000) | AID 802;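 active = inhibition above the batch mean plus 3 SD, with images confirmed as a hit by eye, cut at about 37% in these data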;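 also: 0% = TNF-stimulated DMSO wells and 100% = unstimulated control wells; not every result past the cut was called active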
PTK2B oligo ant = antagonists of human Pyk2 oligomerization; Q293 cells, Pyk2 FERM NanoBiT luminescence; hits give low values; z-score (the deposit names both 25 µM and 10 µM); AID 1347419; actives 0.83% (n = 99,000);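 active = Z-score of -3 or lower, scaled per plate to the spread of control and sample wells; inactive = z-score above -3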;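 also: negative z-score means lost luminescence so less FERM oligomerization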
Lung fibro prol = blocks proliferation of human lung fibroblasts; LL 47 human lung fibroblast viability, ATP luminescence; hits give low values; viability, % at 10 µM; actives 1.1% (n = 85,000);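 active = viability at or below 50% in the single dose screen; inactive = viability above 50%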;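 also: compound exposure lasted 72 h before the ATP readout; 100% = median luminescence of untreated cell-only wells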
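Test system: LL 47 human lung fibroblasts; Quantity: 1,150 cells/well; Buffer or medium: IMEM plus 15% FBS; Dosing: tenfold compound dosing solution, DMSO at 0.1%; Timing: overnight cell rest, 72 h compound treatment at 37 °C; Detection: ATP-based CellTiter-Glo luminescent readout; Read-out basis: viability percentage against median untreated-cell control; Controls: cell-only wells, no compound.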
Smad3 inh = Smad3 (human) transcription factor binding inhibition; P84022; inhibition, % at 25 µM; actives 0.29% (n = 88,000); TR-FRET Smad3/Dy647-FoxH1 peptide binding, europium anti-His;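 active = compounds that reduce the energy-transfer binding signal between the protein and its labelled peptide by more than half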;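 also: 0% = Smad3 plus labelled peptide maximal FRET and 100% = peptide-only background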
Target sequence (P84022 whole entry, looked up): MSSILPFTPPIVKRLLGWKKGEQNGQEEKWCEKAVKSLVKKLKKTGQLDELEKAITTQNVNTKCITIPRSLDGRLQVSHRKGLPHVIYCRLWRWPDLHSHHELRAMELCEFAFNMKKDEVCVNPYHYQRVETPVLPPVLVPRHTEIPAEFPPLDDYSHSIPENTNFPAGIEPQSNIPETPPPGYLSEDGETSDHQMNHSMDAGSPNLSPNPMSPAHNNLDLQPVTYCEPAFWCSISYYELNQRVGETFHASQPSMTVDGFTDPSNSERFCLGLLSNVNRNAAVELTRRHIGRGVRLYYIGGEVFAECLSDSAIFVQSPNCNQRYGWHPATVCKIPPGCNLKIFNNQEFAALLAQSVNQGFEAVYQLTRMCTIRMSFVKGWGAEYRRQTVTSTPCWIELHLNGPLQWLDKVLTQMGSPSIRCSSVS
HUVEC prolif 384 = human endothelial cell proliferation inhibition. HUVEC proliferation, CellTiter-Glo luminescence, 72 h; hits give low values. viability, % at 10 µM (by protocol). actives 1.1% (n = 86,000). AID 648;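 active = viability at or below 30%; inactive = viability above 30%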;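 also: 100% = median luminescence of DMSO-only cell control wells on each plate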
H69AR inhibit = growth inhibitors of human H69AR lung tumor cells. H69AR lung tumor viability, ATP luminescence, 72 h; hits give low values. viability, % at 10 µM. actives 6% (n = 85,000). AID 598;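 active = viability at or below 40%; inactive = viability above 40%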;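 also: multidrug resistant small cell line overexpressing MRP-1 efflux transporter; 100% = mean luminescence of untreated control wells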
HUVEC tox IL1B = toxic to HUVEC cells under IL-1B stimulation; AID 845; actives 0.41% (n = 94,000); cell count reduction, % at 2 µM; HUVEC cell count loss, Hoechst imaging, IL-1B stimulated;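 active = cell count reduction more than 3 SD above the screen-wide mean, cut at about 70% in these data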;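 also: normalized per plate to untreated control cells as the no-loss baseline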
Active calls of the source: *; . = not tested or not shown; [ ] = dose if it differs, or a comment.

mol,VCAM1 TNFa inh,cytoskel mod,HUVEC prolif 384,HUVEC tox TNFa,Lung fibro prol,Smad3 inh,H69AR inhibit,HUVEC tox IL1B,PTK2B oligo ant
N#Cc1nc(COc2ccccc2)oc1N1CCCC1,-1,.,.,-14,.,.,.,3,-0.59
COCCn1cc(C(=O)c2ccccc2OCC(=O)Nc2cc(C)on2)cc(C#N)c1=O,-7,-2,103,0,108,4,95,-24,-1.7
Brc1ccccc1OCCCN1CCOCC1,-13,-14,88,31,91,4,93,-14,0.36
CC1=C(C(=O)OC(C)C)C(c2ccc(N(C)C)cc2)C2=C(CC(C)(C)CC2=O)N1 (stereo not drawn),7,13,100,-32,92,2,92,-14,-1.1
Cc1ccc(NC(=O)CCC(=O)NNC(=O)COc2cccc3ccccc23)c(C)c1,14,-9,.,4,.,.,.,-32,-0.31
CC1CCc2sc3ncnc(N4CCOCC4)c3c2C1 (stereo not drawn),18,-4,81,-26,96,0,64,-13,-1.4
C#CCN(C#N)c1nc(NCC)nc(NC(C)C)n1,6,20,95,-30,84,14,76,-3,-0.16
Brc1ccccc1-c1nnc(CSc2nncn2-c2ccccc2)o1,8,-5,.,-17,.,.,.,-21,0.75
CC(C)OC(=O)CSc1nnc(-c2ccccc2)n1N,7,12,104,-10,97,-7,103,-13,0.63
CC(C)c1nnc(NC(=O)Cn2nc(-c3ccc4c(c3)OCCO4)ccc2=O)s1,5,-30,94,-9,98,-28,89,38,1
O=C(O)CCN1CCc2ccccc21,20,2,96,-17,93,6,82,-36,1.1
COC(=O)C1=C(C)N(c2cccc3ccccc23)C(=O)C1,25,-5,86,-13,90,11[fluorescence artefact?],84,-51,-0.41
COc1ccc(NC(=O)C(C)NS(=O)(=O)c2ccccc2)cc1Cl (stereo not drawn),2,-4,98,-14,97,7,99,-15,0.73
O=S(=O)(Nc1ccc2c(c1)nc1n2CCOC1)c1ccc(Cl)cc1,-8,27,88,6,95,16,85,-30,0.44
Cc1ccc(O)c(C(=O)c2cc(C#N)c(=O)n(CC3CCCO3)c2)c1 (stereo not drawn),19,-16,109,-15,93,1,86,8,-0.56
Cc1ccc(S(=O)(=O)c2nc(S(C)(=O)=O)sc2N(C)C)cc1,12,-13,99,-10,94,12,95,0,0.8
O=C(COC(=O)c1ccccc1NC(=O)c1ccco1)NC1CCCCC1,5,20,89,-38,98,0,99,0,-1.1
CN(C)c1nc(SCCOC(=O)c2ccccc2)nc(N(C)C)n1,22,-8,94,-9,98,-10,.,-72,0.5
S=c1[nH]nc(-c2ccccc2)n1CC1CCCO1 (stereo not drawn),13,17,96,-7,101,0,91,-12,1.1
O=C(CCn1c(=O)oc2ccccc21)NCCN1CCOCC1,.,.,104,.,107,6,99,.,.
O=C(c1ccco1)N1CCN(C(=O)c2cc3c(s2)-c2ccccc2OC3)CC1,12,-16,96,-8,104,12,98,-14,.
COc1ccc(S(=O)(=O)Nc2cc(C)ccn2)cc1,-13,.,94,-24,100,0,109,-4,0.38
Cc1cccc(N2CCN(C(=O)Cn3c(=O)[nH]c4ccsc4c3=O)CC2C)c1 (stereo not drawn),-4,-22,89,-7,109,12,85,-7,-0.33
CCN(CC)CCCNc1nc2ccccc2[nH]1,-7,-5,93,-38,93,-1,104,9,.
COC(=O)CSc1nnc(CNC(=O)c2ccco2)n1-c1ccc(F)cc1,9,-29,95,-11,112,2,96,-16,1.7
O=C(CSc1nnnn1-c1ccc2c(c1)OCCO2)c1cccc2c1OCCO2,7,9,115,-27,98,-38[fluorescence artefact?],98,-24,1.6
CC(=O)c1c(C)[nH]c(C(=O)OCc2nnc(-c3ccccc3)o2)c1C,16,-4,82,46,87,-4,92,10,1.7
CCCCCNC(=O)CCc1ccccc1,15,-9,100,-5,104,-3,100,-26,-0.5
CCOC(=O)c1ccc(NC(=O)c2nccnc2C(=O)O)cc1,4,1,104,4,97,2,99,-22,.
COc1ccc(C=O)cc1COc1ccc(Cl)cc1[N+](=O)[O-],-9,5,.,-10,.,.,.,32,-0.9
NC(=O)Cn1c(=O)n(CCCC(=O)NC2CCN(Cc3ccccc3)CC2)c(=O)c2ccccc21,4,-16,97,-4,102,-2,92,-42,1.8
CCn1nnnc1SCC(=O)Nc1ccc(OC)cc1,11,-18,93,-18,108,-3,101,23,0.34
COCCOC(=O)c1[nH]c2c(c1C)C(=O)CC(c1ccccc1)C2 (stereo not drawn),56*,22,43,60,56,6[fluorescence artefact?],39*,4,0.62
O=C(CC12CC3CC(CC(C3)C1)C2)Nc1cccc2ncccc12,1,13,98,-5,94,-8,100,-16,1
CCOC(=O)CSc1nnc(Cc2ccccc2)n1-c1cccc(Cl)c1,17,16,90,-2,103,-19,94,-2,-0.67
O=C1CCC(=O)N1CNc1ccc(Oc2ccccc2)cc1,2,0,78,-8,97,1,79,30,-0.46
CCOC(=O)Nc1ccc(Oc2ccccc2)cc1,-15,-21,64,10,92,-3,83,8,-0.07
CCN1C(=O)c2n[nH]c(C(=O)OC)c2C1=O,9,21,97,2,99,-1,96,-3,0.75
COc1ccc(-c2cc(C(=O)N3CCN(c4ccccc4)CC3)no2)cc1OC,27,.,93,4,105,3,64,2,-0.16
CC1CCc2c(C(=O)Nc3nccs3)csc2C1 (stereo not drawn),-4,8,93,-9,97,-3,74,-10,-0.2
CCCCNc1nc2ccccc2nc1NS(=O)(=O)c1cccs1,5,-3,87,-17,92,3,93,-12,-2.2
Cc1ccc(N/N=C/c2ccc(N3CCOCC3)cc2)cc1C,67*,26,.,.,.,.,.,3,0.02
CCc1nnc(NC(=O)CSc2nnc(-c3ccc(O)cc3)n2-c2ccccc2)s1,.,.,97,.,92,14[fluorescence artefact?],67,.,.
O=C(CCCSc1nnc(SCCCC(=O)c2ccc(F)cc2)s1)c1ccc(F)cc1,14,2,.,4,.,.,.,-12,0.23
CCCc1ccc(OCc2nc(-c3ccc(NC(=O)c4ccco4)cc3)no2)cc1,.,.,51,.,51,-4[fluorescence artefact?],9.2*,.,0
COc1ccc(-n2c(Cc3ccccc3)nnc2SCC(=O)N2CCCc3ccccc32)cc1,15,5,92,-23,114,3,91,29,-1.2
CCN(CC)C(=O)N1CCN(C(=O)c2ccc(C)cn2)CC1,4,-25,101,-14,106,-1[fluorescence artefact?],91,2,-0.61
CCOc1ccc(Br)cc1C1C(C(=O)OC)=C(N)Oc2cc(N(C)C)ccc21 (stereo not drawn),-7,0,46,-12,57,12,25*,-14,-1.3
CC1Oc2ccccc2N(CC(=O)Nc2ccc3c(c2)OCCO3)C1=O (stereo not drawn),0,30,112,-23,99,0,103,-12,-0.78
COc1ccc(OC)c(NC(=O)c2ccc(S(=O)(=O)N3CCN(C)CC3)cc2)c1,18,-5,80,-23,105,-3,103,-44,0.51
Cc1sc2ncn(CC(=O)NCCN3CCOCC3)c(=O)c2c1S(=O)(=O)N1CCC(C)CC1,1,.,89,-25,94,2,90,-18,1.2
Cc1c(OCC(=O)OC(C)C)ccc2c3c(c(=O)oc12)CCC3,10,-11,104,19,97,16,102,10,1.3
CCOC(=O)c1ccccc1NC(=O)c1ccc(N(C)S(C)(=O)=O)cc1,-1,-5,41,-5,51,11,27*,15,-0.8
COC(=O)c1cc(NC(=O)Cc2ccc(OC)c(OC)c2)cc(C(=O)OC)c1,5,9,91,29,97,3[fluorescence artefact?],82,4,-1
CCOC(=O)c1c(CN2CCCCC2C)oc2ccc(OC)cc12 (stereo not drawn),-24,2,97,-39,98,5,62,-10,-0.7
CCc1c(C)sc(NC(=O)OC)c1C(=O)N1CCCCC1,14,4,89,-9,95,8,102,-21,0.57
Cc1ccc(C(=O)NNC(=S)NC(=O)c2ccc(Cl)cc2)cc1,-11,56,.,1,.,.,.,-14,0.81
C=CCn1c(=O)c2c3c(sc2n2c(Nc4ccc(OC)cc4)nnc12)CCCC3,0,12,78,-30,95,13,90,-18,-2.2
Cc1ccnc(N2C(=O)OC(C)(C)C2(C)O)c1 (stereo not drawn),.,.,87,.,99,-3,99,.,0.39
O=[N+]([O-])c1ccccc1/C=N/n1c(COc2ccccc2)n[nH]c1=S,12,-31,.,-11,.,.,.,-18,1.1

Three entries from above, as labelled records.
CCOC(=O)c1ccccc1NC(=O)c1ccc(N(C)S(C)(=O)=O)cc1
  VCAM1 TNFa inh: -1; cytoskel mod: -5; HUVEC prolif 384: 41; HUVEC tox TNFa: -5; Lung fibro prol: 51; Smad3 inh: 11; H69AR inhibit: 27*; HUVEC tox IL1B: 15; PTK2B oligo ant: -0.8
Cc1ccc(N/N=C/c2ccc(N3CCOCC3)cc2)cc1C
  VCAM1 TNFa inh: 67*; cytoskel mod: 26; HUVEC prolif 384: .; HUVEC tox TNFa: .; Lung fibro prol: .; Smad3 inh: .; H69AR inhibit: .; HUVEC tox IL1B: 3; PTK2B oligo ant: 0.02
O=C(CCCSc1nnc(SCCCC(=O)c2ccc(F)cc2)s1)c1ccc(F)cc1
  VCAM1 TNFa inh: 14; cytoskel mod: 2; HUVEC prolif 384: .; HUVEC tox TNFa: 4; Lung fibro prol: .; Smad3 inh: .; H69AR inhibit: .; HUVEC tox IL1B: -12; PTK2B oligo ant: 0.23

The listing continues.
mol,VCAM1 TNFa inh,cytoskel mod,HUVEC prolif 384,HUVEC tox TNFa,Lung fibro prol,Smad3 inh,H69AR inhibit,HUVEC tox IL1B,PTK2B oligo ant
CCOCC(=O)Nc1ccc(-c2cn3cccnc3n2)cc1,-24,-37,.,20,.,.,.,16,-0.08
O=C(CCn1c(=O)sc2ccccc21)NCc1ccco1,12,-31,100,-7,90,5[fluorescence artefact?],92,34,-0.54
COc1ccccc1C1NC(=O)NC(C)=C1C(=O)OC1CCCCC1 (stereo not drawn),.,.,99,.,108,-1,87,.,.
CS(=O)(=O)N(CCc1ccccc1)CC(N)=O,10,-26,91,-20,94,-5,70,-2,-0.31
CC(=O)Nc1ccc(C(=O)OC2CCOC2=O)cc1 (stereo not drawn),5,-28,105,-6,97,-6,86,2,-0.4
COc1ccc(CN2C(=O)CN=C2Nc2cc(C)ccc2C)cc1,6,14,79,-20,95,-2,40*,-12,-0.4
CCCCOC(=O)Cn1c(=O)c2c(nc3n2CCCCN3c2ccc(C)cc2)n(C)c1=O,-1,-26,100,2,93,-6,57,36,-0.65
COc1ccc(N(CC(=O)NCc2cccs2)S(=O)(=O)c2cccnc2)cc1,5,0,106,-7,100,8,105,17,.
CCOc1ccc2nc3c(cc2c1)CN(CCOC)C(=NC)S3,3,5,99,-21,112,6[fluorescence artefact?],88,-25,-0.18
CC(C)c1nc2oc3ccccc3c(=O)c2c(=O)n1-c1ccccc1,9,-21,83,-16,94,-8,54,-14,-2
CCC(Sc1nc(-c2ccccc2)c(C#N)c(=O)[nH]1)C(=O)Nc1cc(C)on1 (stereo not drawn),.,.,103,.,96,15[fluorescence artefact?],96,.,-1.7
CSCCC(NC(N)=O)C(=O)N(C)CC(=O)Nc1cc(C)ccc1C (stereo not drawn),0,-8,102,4,102,-14,92,-79,-0.36
CC(C)COC(=O)NCC12C=CC(O1)C1C(=O)N(c3ccc(Cl)cc3)C(=O)C12 (stereo not drawn),.,.,108,.,99,-3,95,.,0.59

Only part of the results is shown, so the mix of outcomes need not match the whole.
